High-throughput results (PubChem)
H1N1 NS1A inhibition = H1N1 influenza NS1A inhibitors, functional cell based assay (AID 504329) | NS1A functional cell-based assay, percent inhibition; higher % means a stronger effect | inhibition, % at 12.5 µM; hits with a dose series show IC50 in µM | 340,000 tested, 0.3% active; in the data active = a potency from the dose series; inconclusive = inhibition above about 27% without an active follow-up result; also: strong numbers were not always called active
PhoP GFP inhibition = Inhibition of PhoP regulon, Salmonella typhi GFP reporter cells, confirmation, 4 h (AID 1850). Salmonella Typhi PhoP-promoter GFP reporter, fluorescence, 4 h; higher % means a stronger effect. inhibition, % at 50 µM; hits with a dose series show IC50 in µM. 310,000 tested, 0.33% active; in the data active = a potency from the dose series; inconclusive = inhibition mostly from about 25% at the one dose, without a potency; inactive = the rest, 99 in 100 with inhibition below about 19%;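 also: 0% = induced wells with vehicle and 100% = uninduced wells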
inhibitors of VEEV = inhibitors of VEEV TC-83 cytopathic effect, confirmation, Vero cells (AID 588727); Vero cells, VEEV TC-83 cytopathic effect inhibition; higher % means a stronger effect; inhibition, % at 20 µM, or IC50 in µM where a hit was titrated; 350,000 tested, 0.13% active; in the data active = a potency from the dose series; inconclusive = inhibition mostly from about 14% at the one dose, without a potency; inactive = the rest, 99 in 100 with inhibition below about 12%; also: strong numbers were not always called active
tuberculosis growth = growth inhibition of non-replicating M. tuberculosis (AID 488890); Mycobacterium tuberculosis non-replicating, growth inhibition; higher % means a stronger effect; one-dose inhibition, % at 25 µM; IC50 in µM for titrated hits; 320,000 tested, 0.39% active; in the data active = a potency from the dose series; inconclusive = inhibition mostly from about 82% at the one dose, without a potency; inactive = the rest, 99 in 100 with inhibition below about 76%;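 also: plate controls were DMSO cells for no effect and high antibiotic wells for full effect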
M. tuberculosis HTS = M. tuberculosis growth inhibition, HTS (AID 449762). 330,000 tested, 0.59% active. M. tuberculosis H37Rv growth inhibition, 7H9 media; higher % means a stronger effect. inhibition, % at 25 µM; hits with a dose series show IC50 in µM; in the data active = a potency from the dose series; inconclusive = inhibition above about 70% without an active follow-up result;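 also: bacterial growth assessed after seven days of incubation; strong numbers were not always called active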
inhibitors of VEEV 10K pilot screen = also measured in inhibitors of VEEV; calls as there; inhibition, %; measured here: 10K pilot screen inhibition
* = called active by the depositor; i = inactive; ? = inconclusive; · = not tested or not shown.

The first 15 compounds, ahead of the listing:
SMILES	H1N1 NS1A inhibition	PhoP GFP inhibition	inhibitors of VEEV	tuberculosis growth	M. tuberculosis HTS	others
Clc1ccc(C(c2ccccc2)c2ncc[nH]2)cc1 (stereo unspecified)	-1%	-4%	1.0%	-3%	2%
CC(C)CC(=O)Nc1ccccc1N1CCCC1	-9%	-7%	i	23%	13%
COc1ccc(CN(C)C(=O)c2ccc(NS(=O)(=O)c3ccc4[nH]c(=O)[nH]c4c3)cc2)c(OC)c1	-13%	-3%	3.0%	10%	-21%
CCN(CC)CCCC(C)NC1=NCCCCC1 (stereo unspecified)	-8%	0%	i	3%	-6%
Cc1cc(NC(=O)c2ccc3c(c2)OCCO3)ccc1NC(=O)c1ccco1	·	-6%	6.4%	16%	-7%
O=C(Nc1ccccc1)c1ccc(NC(=O)c2cccs2)cc1	-6%	-7%	0.6%	8%	-7%
Cc1ccc(C(=O)OCc2cn3ccccc3n2)cc1	-4%	8%	1.3%	60%	-4%
CCN(c1ccccc1)S(=O)(=O)c1cccc(C(=O)NCC(c2cccs2)N2CCOCC2)c1 (stereo unspecified)	-4%	-13%	i	12%	0%
O=C(Nc1cccnc1)c1ccc2ccccc2c1O	-23%	1%	1.4%	59%	6%
CC(=O)Nc1cccc(Oc2ccc(-c3noc(C)n3)cc2)c1	5%	-2%	1.6%	7%	-1%
COc1ccc(OC)c(CNC(=O)C2CCCN(S(=O)(=O)N3CC(C)CC(C)C3)C2)c1 (stereo unspecified)	8%	-2%	1.3%	30%	1%
O=c1c2ccccc2nc(SCc2nc3ccccc3s2)n1Cc1ccco1	1%	-11%	i	1%	-2%
O=C(Cc1ccccc1[N+](=O)[O-])Nc1ccc2c(c1)OCCO2	-6%	-11%	0.4%	8%	3%
CCCc1cc(=O)n2nc(N3CCC(C(=O)Nc4cccc(C(C)=O)c4)CC3)sc2n1	-10%	-10%	i	2%	6%
CC(C)NC(=O)NC(=O)CSc1nncs1	-10%	12%	2.1%	-14%	-2%

This part in full, repeating the preview:
SMILES	H1N1 NS1A inhibition	PhoP GFP inhibition	inhibitors of VEEV	tuberculosis growth	M. tuberculosis HTS	others
Clc1ccc(C(c2ccccc2)c2ncc[nH]2)cc1 (stereo unspecified)	-1%	-4%	1.0%	-3%	2%
CC(C)CC(=O)Nc1ccccc1N1CCCC1	-9%	-7%	i	23%	13%
COc1ccc(CN(C)C(=O)c2ccc(NS(=O)(=O)c3ccc4[nH]c(=O)[nH]c4c3)cc2)c(OC)c1	-13%	-3%	3.0%	10%	-21%
CCN(CC)CCCC(C)NC1=NCCCCC1 (stereo unspecified)	-8%	0%	i	3%	-6%
Cc1cc(NC(=O)c2ccc3c(c2)OCCO3)ccc1NC(=O)c1ccco1	·	-6%	6.4%	16%	-7%
O=C(Nc1ccccc1)c1ccc(NC(=O)c2cccs2)cc1	-6%	-7%	0.6%	8%	-7%
Cc1ccc(C(=O)OCc2cn3ccccc3n2)cc1	-4%	8%	1.3%	60%	-4%
CCN(c1ccccc1)S(=O)(=O)c1cccc(C(=O)NCC(c2cccs2)N2CCOCC2)c1 (stereo unspecified)	-4%	-13%	i	12%	0%
O=C(Nc1cccnc1)c1ccc2ccccc2c1O	-23%	1%	1.4%	59%	6%
CC(=O)Nc1cccc(Oc2ccc(-c3noc(C)n3)cc2)c1	5%	-2%	1.6%	7%	-1%
COc1ccc(OC)c(CNC(=O)C2CCCN(S(=O)(=O)N3CC(C)CC(C)C3)C2)c1 (stereo unspecified)	8%	-2%	1.3%	30%	1%
O=c1c2ccccc2nc(SCc2nc3ccccc3s2)n1Cc1ccco1	1%	-11%	i	1%	-2%
O=C(Cc1ccccc1[N+](=O)[O-])Nc1ccc2c(c1)OCCO2	-6%	-11%	0.4%	8%	3%
CCCc1cc(=O)n2nc(N3CCC(C(=O)Nc4cccc(C(C)=O)c4)CC3)sc2n1	-10%	-10%	i	2%	6%
CC(C)NC(=O)NC(=O)CSc1nncs1	-10%	12%	2.1%	-14%	-2%
COc1ccc2[nH]c(=O)c(CN(CC3CCCO3)C(=S)Nc3cccc(C)c3)cc2c1 (stereo unspecified)	-3%	3%	7.9%	18%	7%
CCOC(=O)N1CCN(S(=O)(=O)N2CCCC(C(=O)NCCCN3CCC(C)CC3)C2)CC1 (stereo unspecified)	1%	-5%	1.2%	5%	-3%
CC(=O)c1cc(-c2ccc(F)cc2)n(CCC(=O)Nc2cccc(C)n2)c1C	-1%	2%	1.9%	15%	0%	inhibitors of VEEV 10K pilot screen=4.6
COc1ccc(-c2cc3ncc(-c4ccccc4)c(N)n3n2)cc1	-4%	·	6.5%	·	·
COc1cc(OC)cc(C(=O)NCC(=O)Nc2ccc(-c3ccccc3)cc2)c1	9%	8%	3.6%	16%	?
CC(C)(C)OC(=O)NC(CNCc1ccccc1)Cc1ccccc1 (stereo unspecified)	-23%	6%	i	23%	-4%
COc1ccc(CNC(=O)COC(=O)c2cc3ccccc3o2)cc1	-1%	·	9.8%	·	·
O=C(COc1ccc2ccc(=O)oc2c1)NCCCn1ccnc1	-9%	1%	0.7%	1%	-3%
O=C(CSc1nc(C(F)(F)F)cc(=O)[nH]1)NCC1CCCO1 (stereo unspecified)	-3%	1%	0.8%	-3%	-3%
CCOC(=O)N1CCC(NC(=S)Nc2ccc3nc(N4CCN(CC)CC4)cc(C)c3c2)CC1	5%	-1%	?	?	3%
CN(CC(=O)Nc1cccc2ccccc12)C(=O)c1ccc(F)cc1F	1%	·	1.0%	-12%	-2%
CN(C)c1ccc(C(C(=O)NCC2CCCO2)N(C(=O)c2snc(C(N)=O)c2N)c2ccccc2)cc1 (stereo unspecified)	-22%	1%	10%	0%	1%
Cc1ccc(CCNC(=O)CN2CCN(Cc3ccccc3F)C2=O)cc1	-3%	8%	0.9%	0%	4%
CC(=O)c1ccccc1NC(=O)CCNC(=O)c1ccco1	12%	-5%	3.0%	-9%	-1%
CC(=O)N1CCN(Cc2nc(C(c3ccccc3)c3ccccc3)no2)CC1	-8%	0%	0.9%	-10%	3%
COC(=O)c1c(-c2ccc(OC)c(OC)c2)csc1N	2%	-13%	1.8%	5%	0%	inhibitors of VEEV 10K pilot screen=1.1
OC(CNC1CCCCC1)c1ccccc1 (stereo unspecified)	-18%	1%	0.4%	-12%	-6%
Cc1cc(=O)n2nc(N3CCC(C(=O)NCC(C)c4ccccc4)CC3)sc2n1 (stereo unspecified)	2%	9%	3.9%	28%	1%
C/C(=N/NS(=O)(=O)c1ccc(CC(C)C)cc1)c1ccncc1	0%	-9%	0.7%	-3%	-20%
COc1ccc(CC(=O)NNC(=O)c2ccoc2C)cc1OC	3%	-3%	i	·	·
C/C(=N\N1CCN(C)CC1)c1c(O)n(Cc2ccccc2)c(=O)[nH]c1=O	-7%	-2%	4.4%	-8%	2%
Cc1cccc(N(CC(=O)NC(C)(C)C)C(=O)CCC(=O)Nc2nccs2)c1	0%	-3%	0.9%	-3%	3%
CCN1C(=O)N(C)C2(c3ccccc3)N(C)C(=O)N(C)C12c1ccccc1 (stereo unspecified)	3%	0%	1.2%	-17%	1%
COc1cc2[nH]c3c(N4CCN(c5ccccn5)CC4)ncnc3c2cc1OC	-3%	7%	40%	26%	14µM*
CCc1ccc(OCC(=O)NC(NC(=S)Nc2ccc(C)cc2C)C(Cl)(Cl)Cl)cc1 (stereo unspecified)	-1%	-2%	5.0%	17%	-1%
COc1ccc(C(=O)OCC(=O)NC(=O)NC2CCCC2)cc1[N+](=O)[O-]	-3%	·	0.5%	16%	-7%
COc1ccc(-n2ncc3c2CC(C)(C)CC3NC(=O)CCc2c(C)nn(C)c2C)cc1 (stereo unspecified)	-2%	-1%	4.4%	21%	3%
CCOC(=O)CCSCC(=O)N1N=C(c2cccs2)CC1c1ccc(C)cc1 (stereo unspecified)	2%	10%	0.8%	33%	-10%
CC(=O)c1ccc(N2C(=O)[C@@H]3[C@H](C2=O)[C@H]2c4ccccc4C=NN2[C@@H]3C(C)=O)cc1	-3%	1%	i	-3%	-3%
CC(C)Oc1ccc(C(CC(=O)NCCCN(C)C)c2ccc(F)cc2)cc1 (stereo unspecified)	4%	-1%	0.2%	9%	-2%
C#CCOCCOCCOCCNc1nc(N2CCN(C(=O)[C@H]([C@@H](C)CC)n3cc([C@@H](N)Cc4ccc(O)cc4)nn3)CC2)nc(N2CCN(C(=O)[C@H](CCCCN)n3cc([C@@H](N)C(C)CC)nn3)CC2)n1 (stereo partly specified)	4%	8%	5.9%	-5%	?
COc1nc(Nc2ccccc2F)nc(OC)n1	-4%	-4%	0.6%	-19%	3%
Cc1ccccc1-n1c(SCC(=O)Nc2ccc3c(c2)OCO3)nnc1-c1ccccn1	17%	-8%	6.8%	40%	6%	inhibitors of VEEV 10K pilot screen=11
CCCOc1c(OC)cccc1C1CC(=O)Nc2cc(OC)c(OC)c(OC)c21 (stereo unspecified)	-5%	12%	5.2%	0%	3%
COc1ccccc1OCc1nnc(SCC(=O)NCc2ccco2)n1-c1ccccc1	2%	11%	1.2%	-7%	0%
Cc1cccn2c(=O)c3cc(C(=O)NCCc4ccccc4)c(=N)n(Cc4ccco4)c3nc12	3%	-9%	6.6%	?	?
CCc1ccccc1OCC(=O)Nc1cccc(S(=O)(=O)NCc2ccco2)c1	-7%	·	?	25%	27%
O=C(O)CCSC1CC(=O)N(c2ccccc2)C1=O (stereo unspecified)	-2%	3%	0.2%	0%	7%
Cc1nc(NC(=O)COC(=O)C2CC2C)c(Cl)cc1Cl (stereo unspecified)	-13%	·	3.7%	70%	-4%
COc1ccccc1-c1nc2n(n1)C(c1ccccc1Cl)C(C(N)=O)=C(C)N2 (stereo unspecified)	1%	-5%	0.3%	9%	-3%
COc1cccc(C(=O)COC(=O)C2CC(=O)N(c3ccc(Oc4ccccc4OC)cc3)C2)c1 (stereo unspecified)	-5%	-5%	1.2%	54%	-3%
Cc1ccccc1Nc1c(-c2ccncc2)nc2ccc(Cl)cn12	3%	-1%	7.2%	17%	-6%
Cc1csc(NC(=O)c2ccc3c(=O)n4c(nc3c2)CCCCC4)n1	0%	-12%	7.6%	11%	11%
COc1ccc(-c2nnc(SC(=O)N3c4ccccc4Sc4ccccc43)o2)cc1	11%	1%	?	64%	-5%
CCCCCCN1C=CC(=C2C(=O)c3ccccc3C2=O)C=C1	3%	3%	i	4%	-8%

Next section.
SMILES	H1N1 NS1A inhibition	PhoP GFP inhibition	inhibitors of VEEV	tuberculosis growth	M. tuberculosis HTS	others
C=CCC1(CC=C)CCCN1C(=O)CC1C(=O)NCCN1Cc1ccccc1OC (stereo unspecified)	9%	-12%	0.2%	29%	8%
O=C(NNc1cccc(Cl)n1)c1c(F)cccc1F	-6%	6%	1.3%	-7%	-4%
COc1ccc(C(C)=O)cc1COC(=O)c1ccc(C)c(S(=O)(=O)N2CCOCC2)c1	-1%	·	5.0%	10%	-3%
COc1ccccc1N1CCN(C(=O)c2ccc3ncsc3c2)CC1	5%	·	0.8%	·	·
COc1ccccc1CNC(=O)Cn1c(=O)oc2cc(Cl)ccc21	7%	-1%	2.9%	18%	8%
COc1ccc(CNC(=O)CN2C(=O)NC3(CCCCCCC3)C2=O)cc1	0%	·	0.3%	12%	0%
CCOC(=O)CSc1cc(C)nc2ccc(OC)cc12	2%	-5%	0.2%	56%	?	inhibitors of VEEV 10K pilot screen=0.9
O=C(NCCC1=CCCCC1)c1coc(=O)c(Br)c1	-6%	-4%	9.3%	i	0%
O=C(NCC(=O)N1CCN(C(=O)c2ccco2)CC1)c1ccc(Br)cc1	1%	-6%	1.5%	-1%	6%
Cc1c(O)ccc(C(=O)CN2CCN(Cc3ccc4c(c3)OCO4)CC2)c1O	4%	-10%	0.7%	15%	-10%
CN1Cc2cccc3c2C(Cc2ccccc2S3)C1 (stereo unspecified)	-2%	-7%	i	-3%	4%
CCC(CC)COC(=O)C1=C(C)NC(=O)NC1c1cc(OC)ccc1OC (stereo unspecified)	-2%	6%	0.7%	-10%	-2%
O=C(CCC1CCCC1)NNC(=O)c1ccccc1O	-9%	-1%	1.7%	-11%	15%
CCOc1ccc(CN(C)C(=O)CNC(=O)c2ccc(Br)o2)cc1OC	0%	1%	0.7%	9%	3%
COc1ccc(-n2c(O)c(/C=C3\C=Nc4ccc(Br)cc43)c(=O)[nH]c2=O)c(OC)c1	5%	-3%	6.6%	7%	-3%

Compounds as they come; overall some 1.6% were active at least once.
